All columns: NCI-60 one-dose screen, growth in % after 48 h at 10 µM unless noted; 100 = growth as untreated, 0 = no growth, -100 = all killed.
UO-31 – UO-31 renal cancer; 81,000 compounds, 5.2% hits; AID 1794768
786-0 – 786-0 renal cancer cells; 81,000 compounds, 5.1% hits
IGROV1 – IGROV1 ovarian cancer. 79,000 compounds, 4.7% hits
SK-OV-3 – SK-OV-3 ovarian cancer cells. 80,000 compounds, 3.2% hits
OVCAR-5 – OVCAR-5 ovarian cancer; 82,000 compounds, 2.9% hits
TK-10 – TK-10 renal cancer cells | 81,000 compounds, 3.9% hits | AID 1794769
OVCAR-4 – OVCAR-4 ovarian cancer cells; 80,000 compounds, 3.7% hits
SN12C – SN12C renal cancer cells; 81,000 compounds, 3.8% hits; AID 1794767
* = called active by the depositor; · = no result given. Rule for the calls: active = growth percent below 10; inactive = the rest.

SMILES	UO-31	786-0	IGROV1	SK-OV-3	OVCAR-5	TK-10	OVCAR-4	SN12C
O=C(O)c1ccc(C(=O)O)cc1	95	99	104	93	100	98	95	79
O=C(CSc1nnc2n1S(=O)(=O)c1ccccc1N2c1ccccc1)Nc1nc2ccc([N+](=O)[O-])cc2s1	·	101	·	89	99	119	124	98
CCC1CN2C(=N1)c1ccccc1-c1cc(Cl)ccc12 (stereo not given)	-43*	-35*	·	30	36	35	27	19
CCCCn1c(-c2ccc(O)cc2)cn2c3c(=O)[nH]c(=O)n(C)c3nc12	70	89	73	78	111	87	82	78
O=C(Nn1c(NCC(=O)N2c3ccccc3Sc3ccccc32)nnc1-c1ccc(O)cc1)c1ccccc1	91	92	102	101	90	104	105	91
O=C(C[n+]1ccccc1Cl)c1ccc(Br)cc1	88	96	100	98	82	93	102	·
COc1ccc2nc(-n3c(=O)c4cccnc4n(-c4cc(F)c(F)c(F)c4)c3=O)sc2c1	103	96	124	113	115	108	108	101
CC(C)=CCC/C(C)=C/CN1CCN(C/C=C(\C)CCC=C(C)C)C1=O	98	100	107	101	109	97	102	111
Nc1cc([N+](=O)[O-])ccc1OCc1ccccc1	94	91	127	117	98	88	87	98
Nc1ccc(C(=O)Nc2ccc(C(=O)Nc3ccc(/C=C/c4ccc(NC(=O)c5ccc(NC(=O)c6ccc(N)cc6)cc5)cc4S(=O)(=O)O)c(S(=O)(=O)O)c3)cc2)cc1	81	95	108	76	100	95	105	95
ON(CCc1ccccn1)CCc1ccccn1	85	114	105	105	110	122	109	99
Cc1ccc(-c2c3c(C)nn(-c4ccccc4)c3nc3nc(Cc4ccccc4)[nH]c(=O)c23)cc1	90	107	104	105	106	108	113	98
NC(N)=N/N=C/c1cccc(Cl)c1	73	98	93	91	102	99	97	98
O=[N+]([O-])c1cc(/C=N/Nc2nc(N/N=C/c3ccc(Cl)c([N+](=O)[O-])c3)nc(N3CCOCC3)n2)ccc1Cl	78	109	93	123	109	124	112	91
COC(=O)C(Cc1ccccc1)n1cc(COc2nc(Cl)nc(N3CCCC3)n2)nn1 (stereo not given)	85	102	108	108	113	102	100	99
Fc1ccc(C2CC(c3cccc(Nc4ccncc4)c3)=NN2c2cc(Cl)cc(Cl)c2)cc1 (stereo not given)	48	102	25	83	88	75	16	72
O=C1Nc2ccc(OC(F)(F)F)cc2C12Nc1ccccc1S2 (stereo not given)	70	104	·	92	122	116	62	88
CCCCCCCCCCCCCCCCCCOc1ccc(CC(=O)OCC[N+]2(C)CCCC2)cc1	92	96	94	108	98	98	87	98
COc1ccc(-n2c(=O)n(-c3ccc(-c4nc5ccc(OC)cc5s4)cc3)c(=O)c3cccnc32)cc1	103	98	98	110	109	118	96	126
C#CCn1c2c(c3ccccc31)C[C@]1(C)[C@H]3CC[C@@H]4[C@@H]5C(=CCC[C@H]5C(=C)C)CC[C@@]4(C)[C@]3(C)CC[C@H]1C2(C)C	77	106	98	108	101	122	100	96
CN(C)c1ncnc2c1cnn2C	91	99	·	·	97	108	102	97
CN1CCN(CC(=O)N2c3cccc4cccc(c34)N(C(=O)CN3CCN(C)CC3)C2c2cn(-c3ccccc3)nc2-c2cccc([N+](=O)[O-])c2)CC1	26	-83*	4.7*	-14*	20	-19*	-22*	-22*
Oc1ccc2ccccc2c1Cl	74	115	98	·	111	101	·	97
CCOc1ccc(Br)cc1/C=C1\N=C(c2ccccc2)OC1=O	90	109	74	103	92	109	91	100
O=S(=O)(O)c1ccccc1N=Nc1c(S(=O)(=O)O)cc2cc(S(=O)(=O)O)c(N=Nc3ccccc3S(=O)(=O)O)c(O)c2c1O	76	118	108	101	96	120	107	96
(continued)
SMILES	UO-31	786-0	IGROV1	SK-OV-3	OVCAR-5	TK-10	OVCAR-4	SN12C
Cc1ccc(C)n1CCN1CCNCC1	97	100	93	100	105	109	127	90
COc1ccc(-c2cc(-c3cccnc3)nc(OCC(=O)c3ccc(Cl)cc3)c2C#N)cc1OC	88	107	107	100	109	97	117	106
CCCCN(CCCC)CCC(O)c1ccc2ccccc2c1 (stereo not given)	82	100	93	111	90	97	109	103
CC1=CC(=O)C(C(C)=Nc2cccc(Cl)c2)C(=O)O1 (stereo not given)	73	109	99	96	98	109	119	98
C=C(C)[C@@H]1CC[C@]2(NC(=O)Nc3ccccn3)CC[C@]3(C)[C@H](CC[C@@H]4[C@@]5(C)Cc6c([nH]c7ccccc67)C(C)(C)[C@@H]5CC[C@]43C)[C@@H]12	65	96	91	102	102	113	104	92
Cc1ccc(/C=C/C(=O)c2c(O)c3ccccc3oc2=O)cc1	87	98	109	81	104	97	114	104
COc1ccc(-c2nnc(-c3cccnc3)o2)cc1	95	96	109	115	108	89	105	104
Cc1cc(N2CCCC2)nc(NCc2cc(Nc3ccnc4cc(Cl)ccc34)ccc2F)n1	-59*	-93*	-18*	27	-12*	-57*	-15*	-59*
C/C=C/C=N/NC(=S)Nc1ccccc1	73	106	94	94	82	112	94	89
COc1ccccc1OCC(O)CN1CCN(c2ccc(C)cc2)CC1 (stereo not given)	·	106	116	105	97	110	104	101
O=C1C=CN2CC=CCC2C1[C@H](O)c1ccc(Br)cc1 (stereo not given in full)	87	103	106	106	103	108	104	105
O=c1cc(-c2ccccc2)oc2cc(OCCCC[P+](c3ccccc3)(c3ccccc3)c3ccccc3)cc(O)c12	-97*	-69*	-76*	-83*	-98*	-82*	-69*	-50*
O=C1O/C(=C2\OCc3ccccc32)c2ccccc21	95	102	89	87	104	100	101	87
O=S1(=O)CCC(N(/N=C/c2ccco2)c2ccccc2)C1 (stereo not given)	86	103	104	110	107	101	127	109
Cc1cc(C)cc(NCCC#N)c1	97	111	110	106	112	129	102	110
COc1ccc(C2(OC)Oc3cc(OC)ccc3C(=O)C2(O)OC)cc1 (stereo not given)	96	107	123	110	108	108	113	98
CCCCCCC(C)NCC(C)O (stereo not given)	84	104	102	105	114	117	120	99
O=C(O)c1c[nH]c2c([N+](=O)[O-])cccc2c1=O	79	108	136	118	105	117	117	·
Fc1ccc(-c2cc3nc(C(Cl)Cl)nc(-c4ccco4)n3n2)cc1	-14*	33	74	19	-14*	-12*	18	59
Oc1ccc(Cc2ccccc2Cl)c(O)c1	61	102	95	104	97	103	94	91
O=S(=O)(NCCCNc1nccc(-n2cnc3ccccc32)n1)c1ccc(Br)cc1	74	92	101	109	97	98	72	89
Nc1ccc(OCCCc2c(N)nc(N)nc2N)cc1	89	96	123	103	91	90	94	106
O=C1Nc2ccccc2/C1=C/c1ccc(CO)n1-c1ccc(Cl)cc1	59	88	48	80	90	115	90	65
O=CN1N=C(c2ccc(Cl)cc2)CC1c1cccc(Nc2ccnc3cc(C(F)(F)F)ccc23)c1 (stereo not given)	49	81	74	72	100	71	36	88
CCCCn1c(=O)c(-c2cc(-c3ccc(Cl)cc3)nc(-c3ccc(Cl)cc3)c2)cc2cc(Cl)ccc21	88	106	103	102	98	107	105	91
Next entries:
SMILES	UO-31	786-0	IGROV1	SK-OV-3	OVCAR-5	TK-10	OVCAR-4	SN12C
COc1cccc(C(=O)N(c2cccc(C)c2C)C(C(=O)NC(C)(C)C)c2cc3c(C)cc(C)cc3nc2Cl)c1 (stereo not given)	45	82	79	65	102	72	73	78
CC(C)C(C(=O)NCCCN1CCOCC1)N1C(=O)/C(=C/c2ccc(Br)cc2)SC1=S (stereo not given)	87	·	98	110	103	131	99	93
COc1cc(C2=NN(c3ccc(S(N)(=O)=O)cc3)C(c3ccc(Cl)cc3)C2)cc(OC)c1OC (stereo not given)	23	66	61	78	77	46	42	51
O=c1[nH]cnc2c1C(c1ccc(O)cc1)c1sc3c(F)cccc3c1O2 (stereo not given)	70	104	81	115	93	141	87	96
CC(C)=C(NC(=O)c1ccccc1)C(=O)O	101	112	·	112	101	106	118	·
COc1ccc(/C=C/C(=O)c2ccc(-c3cc4ccccc4oc3=O)nc2C)cc1OC	95	98	106	121	108	105	106	97
CC(C(O)C(F)(F)F)[N+](=O)[O-] (stereo not given)	91	97	107	99	85	104	85	105
O=c1ccnc(SCc2ccc(Cl)cc2Cl)[nH]1	83	108	103	115	103	101	115	102
CCN(c1ccc(Cl)cc1)c1nc(-c2ccc([N+](=O)[O-])cc2)cs1	72	89	73	96	103	115	93	99
O=C(O)c1ccc(-c2nn(-c3ccc(C(=O)O)cc3)cc2/C=N/NC(=O)c2cccnc2)cc1	70	88	96	107	100	116	109	96
N/C(=N\c1nc2ccccc2[nH]1)NC(=O)Cc1cccc2ccccc12	50	70	·	92	89	106	71	99
CC1=CC(C)=Nn2c(nc3sc4c(c3c2=O)CCN(C)C4)N1c1ccc(Cl)cc1	71	94	80	87	103	111	118	103
CC1(C)[C@@H](O[C@@H]2OC[C@@H](O[C@@H]3O[C@H](CO)[C@@H](O)[C@H](O)[C@H]3O[C@@H]3OC[C@@H](O)[C@H](O)[C@H]3O)[C@H](O)[C@H]2O[C@@H]2O[C@H](CO)[C@@H](O)[C@H](O)[C@H]2O)CC[C@]2(C)[C@H]3CC[C@]45OC[C@@]6(CC[C@](C)(C=O)C[C@H]64)[C@H](O)C[C@@]5(C)[C@]3(C)CC[C@@H]12	-89*	-75*	-72*	-98*	-77*	-92*	-67*	-73*
N#Cc1nc(-c2ccccc2)oc1N1CCN(S(=O)(=O)c2ccc(Cl)cc2)CC1	76	89	93	107	99	77	86	88
CCOC(=O)[C@H](N)CCC(=O)N[C@H](CSc1ccc([N+](=O)[O-])cc1[N+](=O)[O-])C(=O)NCC(=O)Oc1ccccc1C1CC(=O)c2ccccc2O1 (stereo not given in full)	70	108	73	·	108	145	96	99
O=C(CCl)Nc1ccc(NC(=O)c2cc(Cl)ccc2O)c(Cl)c1	55	88	-45*	91	121	129	83	68
Nc1cccc(SCc2cc3ccccc3[nH]c2=O)c1	39	47	73	80	64	64	44	·
CS(=O)(=O)Nc1ccc(-c2nn(-c3ccc(S(C)(=O)=O)cc3)cc2/C=C/C(=O)c2ccc(NC(=O)CO[N+](=O)[O-])cc2)cc1	94	102	105	100	103	112	106	109
O=S(=O)(CC(O)C(Cl)(Cl)Cl)N(Cc1ccccc1)Cc1ccccc1 (stereo not given)	91	·	103	94	104	101	104	102
C/C=C(\C)C(=O)OC1CC[N+]2([O-])CCC(COC(=O)/C(=C/C)CO)C12 (stereo not given)	87	101	99	96	104	93	109	·
CC1=C(C(=O)c2ccccc2)C(c2ccc3c(c2)OCO3)NC(=O)N1 (stereo not given)	81	99	91	109	106	99	100	97
CCSc1nnc2c(/C=C/c3ccc(OC)cc3)nc3ccccc3n12	68	98	94	97	106	117	87	84
O=[N+]([O-])c1ccc2c(Cl)[nH]nc2c1	73	99	96	113	106	124	104	95
COc1ccc([C@H](OC)[C@@]2(Cc3ccc(O)cc3)N=C(N)N(C)C2=O)cc1	78	102	109	103	97	102	103	98
CC[n+]1c(/C=C/c2ccc(N3CCCC3)cc2)cccc1/C=C/c1ccc(N2CCCC2)cc1	-93*	-82*	·	-96*	-80*	-80*	-74*	-80*

Pulled by structure from the entries so far:
SMILES	UO-31	786-0	IGROV1	SK-OV-3	OVCAR-5	TK-10	OVCAR-4	SN12C
O=c1[nH]cnc2c1C(c1ccc(O)cc1)c1sc3c(F)cccc3c1O2 (stereo not given)	70	104	81	115	93	141	87	96
CN(C)c1ncnc2c1cnn2C	91	99	·	·	97	108	102	97
CCCCn1c(-c2ccc(O)cc2)cn2c3c(=O)[nH]c(=O)n(C)c3nc12	70	89	73	78	111	87	82	78
Fc1ccc(C2CC(c3cccc(Nc4ccncc4)c3)=NN2c2cc(Cl)cc(Cl)c2)cc1 (stereo not given)	48	102	25	83	88	75	16	72
O=C(C[n+]1ccccc1Cl)c1ccc(Br)cc1	88	96	100	98	82	93	102	·

Later entries
SMILES	UO-31	786-0	IGROV1	SK-OV-3	OVCAR-5	TK-10	OVCAR-4	SN12C
CC(=O)c1c(C)[nH]c(-c2nc3ccc(N4CCN(C)CC4)cc3[nH]2)c1C	51	65	81	57	81	61	78	81
O=C(O)/C=C\C(=O)NCCO	85	94	99	103	108	82	98	106
O=C(Cn1c(=O)sc2nc3ccccc3nc21)Nc1ncc(Cc2cccc(Cl)c2Cl)s1	65	100	81	95	101	96	102	92
Cn1c(=O)c2[nH]c(N/N=C/c3ccccc3Br)nc2n(C)c1=O	92	97	101	117	90	83	117	104
COC(=O)C(=C\c1ccc2c(c1)OCO2)/C(=C/c1ccc2c(c1)OCO2)C(=O)OC	90	98	87	105	99	100	106	112
Cc1c(C)c2ccc3oc(NCc4ccccc4)nc3c2oc1=O	67	98	91	122	106	113	97	94
CNC(=S)NC(C)(C)C	·	101	105	105	121	97	113	102
Cc1ccc(Nc2cc(Cl)nc(N)n2)cc1Cl	84	94	96	107	95	91	96	94
O=C1CC(c2cccc(Cl)c2)c2cnn(Cc3ccc4c(c3)OCO4)c2N1 (stereo not given)	74	89	97	83	103	76	72	86

An excerpt of these results, as labelled records.
CC(=O)c1c(C)[nH]c(-c2nc3ccc(N4CCN(C)CC4)cc3[nH]2)c1C
- UO-31 = 51
- 786-0 = 65
- IGROV1 = 81
- SK-OV-3 = 57
- OVCAR-5 = 81
- TK-10 = 61
- OVCAR-4 = 78
- SN12C = 81

O=C(O)/C=C\C(=O)NCCO
- UO-31 = 85
- 786-0 = 94
- IGROV1 = 99
- SK-OV-3 = 103
- OVCAR-5 = 108
- TK-10 = 82
- OVCAR-4 = 98
- SN12C = 106

O=C(Cn1c(=O)sc2nc3ccccc3nc21)Nc1ncc(Cc2cccc(Cl)c2Cl)s1
- UO-31 = 65
- 786-0 = 100
- IGROV1 = 81
- SK-OV-3 = 95
- OVCAR-5 = 101
- TK-10 = 96
- OVCAR-4 = 102
- SN12C = 92

Cn1c(=O)c2[nH]c(N/N=C/c3ccccc3Br)nc2n(C)c1=O
- UO-31 = 92
- 786-0 = 97
- IGROV1 = 101
- SK-OV-3 = 117
- OVCAR-5 = 90
- TK-10 = 83
- OVCAR-4 = 117
- SN12C = 104
